TrxR1 inh: qHTS Assay for Inhibitors of Mammalian Selenoprotein Thioredoxin Reductase 1 (TrxR1): qHTS; Thioredoxin reductase 1, cytoplasmic (Rattus norvegicus), O89049; recombinant rTrxR1, NADPH fluorescence consumption, selenite substrate; Potency, µM (series often up to 114 µM), inactives show at the top dose activity change, negative = inhibition, usual class: inhibitors; hit rate 1% among 390,000; AID 588453, 2011; also: % is scaled to controls: 0 for no effect and ±100 for the full control effect; nearly all actives have a fitted effect of over 65% in size
Target sequence (O89049 whole entry, looked up): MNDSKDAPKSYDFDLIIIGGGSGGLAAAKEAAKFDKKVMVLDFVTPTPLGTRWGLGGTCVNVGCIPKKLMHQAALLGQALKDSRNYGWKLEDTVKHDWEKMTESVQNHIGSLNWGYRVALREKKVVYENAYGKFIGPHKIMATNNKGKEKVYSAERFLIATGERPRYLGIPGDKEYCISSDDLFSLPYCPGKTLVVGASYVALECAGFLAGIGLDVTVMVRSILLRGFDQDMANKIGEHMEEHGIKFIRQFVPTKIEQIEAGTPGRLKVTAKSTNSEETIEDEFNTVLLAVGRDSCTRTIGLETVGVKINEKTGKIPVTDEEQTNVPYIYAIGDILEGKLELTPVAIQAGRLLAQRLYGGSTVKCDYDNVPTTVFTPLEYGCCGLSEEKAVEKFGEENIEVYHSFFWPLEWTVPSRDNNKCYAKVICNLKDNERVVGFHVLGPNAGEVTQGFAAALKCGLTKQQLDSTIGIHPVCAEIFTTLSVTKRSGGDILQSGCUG
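Rat TrxR1 (90 nM in the dispensed reagent) was pre-reduced with 400 uM NADPH for 5 min at room temperature, then incubated with compound for 15 min. After 400 uM selenite was added, NADPH fluorescence (Ex 340/Em 450 nm) was followed for 8 min.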
USP1-UAF1 inh: Inhibitors of USP1/UAF1: Primary Screen; recombinant USP1/UAF1, Ub-Rhodamine cleavage fluorescence; Potency, µM (series often up to 57.1 µM), inactives show at the top dose activity change, negative = inhibition, hits mostly inhibitors; hit rate 0.23% among 390,000; Ubiquitin carboxyl-terminal hydrolase 1 (Homo sapiens), O94782; also: % is scaled to controls: 0 for no effect and ±100 for the full control effect; nearly all actives have a fitted effect of over 60% in size; inactives centre near -12
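USP1/UAF1 complex at 1 nM was preincubated with compound for 15 min at room temperature, then Ub-Rho substrate (150nM final) was added. Fluorescence (480/540 nm) was read kinetically, 6 reads every 60 seconds.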
IDH1 R132H inh: qHTS for Inhibitors of mutant isocitrate dehydrogenase 1 (IDH1): qHTS. Potency, µM (series often up to 76.6 µM), without a hit: at the top dose activity change, negative = inhibition, actives largely listed as inhibitors. hit rate 0.093% among 390,000. IDH1-R132H enzyme, NADPH consumption, diaphorase/resazurin fluorescence. Isocitrate dehydrogenase [NADP] cytoplasmic (Homo sapiens), O75874; also: % is scaled to controls: 0 for no effect and ±100 for the full control effect; nearly all actives have a fitted effect of over 65% in size
Target sequence (O75874 whole entry R132H, stated change not applied): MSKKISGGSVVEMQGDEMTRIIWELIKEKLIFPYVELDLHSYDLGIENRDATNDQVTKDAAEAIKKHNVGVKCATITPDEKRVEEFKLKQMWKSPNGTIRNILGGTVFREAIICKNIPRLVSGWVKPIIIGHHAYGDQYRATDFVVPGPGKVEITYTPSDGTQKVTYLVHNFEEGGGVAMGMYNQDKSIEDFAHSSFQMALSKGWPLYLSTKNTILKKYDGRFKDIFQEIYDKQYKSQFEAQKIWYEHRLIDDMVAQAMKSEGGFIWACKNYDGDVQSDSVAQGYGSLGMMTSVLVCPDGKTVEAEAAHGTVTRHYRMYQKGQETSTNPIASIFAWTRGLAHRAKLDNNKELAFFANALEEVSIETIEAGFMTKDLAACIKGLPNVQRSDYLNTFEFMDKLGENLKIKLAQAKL
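IDH1-R132H (0.5 ug/mL dispensed) in pH 7.5 Tris buffer was preincubated 30 min with compound, then given a substrate mix of 0.016 mM NADPH and 2 mM alpha-KG for 80 min at room temperature; remaining NADPH was read by diaphorase/resazurin fluorescence.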
Vif-APOBEC3G blk: qHTS for Inhibitors of Vif-A3G Interactions: qHTS; Potency, µM (titrated, usually from 46.1 µM), inactives show at the highest dose activity, negative = active, usual class: inhibitors; hit rate 0.076% among 410,000; DNA dC->dU-editing enzyme APOBEC-3G (Homo sapiens), Q9HC16; HeLa A3G-eYFP + Vif (tagged APOBEC3G with the HIV-1 protein that degrades it), YFP fluorescence, overnight; AID 602310, 2012;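 also: % is scaled to controls: 0 for no effect and ±100 for the full control effect; nearly all actives have a fitted effect of over 60% in size; hits raise eYFP signal because A3G escapes Vif-driven loss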
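Read-out is eYFP fluorescence (Ex 488/Em 500-530) from Vif-expressing HeLa A3G-eYFP cells; more signal means A3G escaped Vif-mediated degradation. Cells plated overnight, compound pinned in, incubated overnight at 37 deg C.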
RXFP1 ag: qHTS Assay for Agonists of the Relaxin Receptor RXFP1; Relaxin receptor 1 (Homo sapiens), Q9HBX9; HEK293T-RXFP1 cAMP TR-FRET, 30 min; response scale: percent of porcine relaxin response, buffer zero; Potency, µM (series often up to 57.5 µM), for inactives: at the highest dose activation, usual class: activators; hit rate 0.3% among 370,000; AID 2676, 2010; also: % is scaled to controls: 0 for no effect and ±100 for the full control effect; nearly all actives have a fitted effect of over 60% in size; many of its hits are not listed in these tables
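Agonist response is measured as cAMP accumulation in an RXFP1-transfected HEK293T line under PDE4 inhibition. Values are scaled between buffer-only and 29 nM porcine relaxin, and EC50s come from standard Hill equation fits.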
TrxR1 substrate: qHTS Assay for Substrates of Mammalian Selenoprotein Thioredoxin Reductase 1 (TrxR1): qHTS. hit rate 0.01% among 390,000. AID 588456, 2011. purified TrxR1 substrate turnover, NADPH consumption readout. Potency, µM (series often up to 114 µM), for the others: at the top dose activity change, negative = substrate turnover. Thioredoxin reductase 1, cytoplasmic (Rattus norvegicus), O89049; also: % is scaled to controls: 0 for no effect and ±100 for the full control effect; nearly all actives have a fitted effect of over 50% in size
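Rat TrxR1, dispensed at 90 nM, was prereduced with 400 uM NADPH (final) for 5 min at ~22 deg C, then incubated with compound 15 min before 400 uM selenite. A first-read NADPH fluorescence drop versus no-compound background flagged substrates.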
ALOX12 inh: Primary qHTS assay for inhibitors of human arachidonate 12S-lipoxygenase (ALOX12): Round 2; Polyunsaturated fatty acid lipoxygenase ALOX12 (Homo sapiens), P18054; purified 12hLO, xylenol orange hydroperoxide absorbance; Potency, µM (titrated, usually from 108 µM), for inactives: at the top dose activity change, negative = inhibition, hits mostly inhibitors; hit rate 1.1% among 580,000; also: % is scaled to controls: 0 for no effect and ±100 for the full control effect
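Purified human 12hLO (150 nM final) in 25 mM Hepes, 0.01% Triton X-100, pH 7.0 was preincubated 15 min at room temperature with compound. Then 40 uM arachidonic acid was added, 30 min. Hydroperoxide was read by Fe-XO absorbance ratio 573/405 nm.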
RGS4 inh: Inhibitors of Regulator of G Protein Signaling (RGS) 4: qHTS; Regulator of G-protein signaling 4 (Homo sapiens), P49798; Transcreener GDP fluorescence polarization, RGS4-accelerated GTP hydrolysis; Potency, µM (highest dose often 114 µM), for the others: top-dose activity change, negative = inhibition, actives largely listed as inhibitors; hit rate 0.039% among 390,000; also: % is scaled to controls: 0 for no effect and ±100 for the full control effect; nearly all actives have a fitted effect of over 75% in size; some results filed as inactive show a strong effect at the top dose
Target sequence (P49798 whole entry, looked up): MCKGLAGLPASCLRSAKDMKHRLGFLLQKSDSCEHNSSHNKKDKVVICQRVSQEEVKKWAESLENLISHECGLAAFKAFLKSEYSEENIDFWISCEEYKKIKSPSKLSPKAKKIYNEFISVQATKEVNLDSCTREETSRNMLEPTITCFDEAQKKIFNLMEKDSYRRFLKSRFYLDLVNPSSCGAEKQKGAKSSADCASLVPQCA
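MLSMR compounds (23 nl, pin-transferred) preincubated 10 min at room temperature with a 500nM (2x) first reagent, then RGS4 at 900nM (2x) plus Transcreener GDP mix added; fluorescence polarization (620/688 nm) read before and after 90 min at 30 °C.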
Vif-APOBEC3F blk: qHTS for Inhibitors of Vif-A3F Interactions: qHTS. HeLa A3F-eYFP + Vif (tagged APOBEC3F with the HIV-1 protein that degrades it), YFP fluorescence increase. Potency, µM (titrated, usually from 46.1 µM), for the others: at the highest dose activity, negative = active. hit rate 0.2% among 390,000. AID 602313, 2012; also: % of control where 0% means no effect; nearly all actives have a fitted effect of over 65% in size
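Fluorescence increase (Ex 488/Em 500-530) after overnight compound treatment at 37 deg C flags inhibition of Vif-driven A3F-eYFP loss in stable HeLa A3F-eYFP/Vif cells seeded overnight beforehand.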
An asterisk follows results filed as active; ? = inconclusive; nt = no result given; [ ] = remark or other dose. Calls follow the shape of the dose curve; as a rule, active = well fitted curve in the direction sought with a large enough effect; inconclusive = small, poorly fitted or top-dose-only effect, or another doubt; inactive = no such curve, though single readings can be large; an effect the other way counts as inactive or inconclusive. Potency is read from the fitted curve at half-maximal effect.

SMILES	TrxR1 inh	USP1-UAF1 inh	IDH1 R132H inh	Vif-APOBEC3G blk	RXFP1 ag	TrxR1 substrate	ALOX12 inh	RGS4 inh	Vif-APOBEC3F blk
CCOC(=O)CSC1=C(C#N)C(c2ccco2)C(C(=O)Nc2cccc(C(F)(F)F)c2)=C(C)N1 (stereo not given)	11%	-25%	2%	-5%	0.4%	4%	?	11%	3%
NC(=O)c1ccc(NC(=O)COC(=O)C2(c3ccccc3F)CCCC2)cc1	12%	-14%	0%	-1%	4.4%	-7%	-9%	25%	-1%
CCN1CCN(c2c(Cl)cccc2NC(=O)c2ccc(Br)o2)CC1	12%	-3%	2%	-4%	-1.1%	1%	0%	6%	-1%
CCCCNS(=O)(=O)NC(=O)C1=C(N2CCCC2)COC1=O	16%	-8%	6%	1%	0.2%	3%	?	6%	5%
O=C(NC1CCCN(Cc2ccccc2F)C1)c1cccs1 (stereo not given)	13%	-4%	-6%	1%	-2.3%	2%	-6%	8%	1%
COc1ccc(CCNCc2cc(C)n(-c3ccc(OC)cc3)c2C)cc1	-5%	-25%	8%	-1%	-2.8%	4%	163%[activator]	-1%	-9%
O=C1Nc2cc(C(=O)NCCN3CCCCCC3)ccc2S/C1=C\c1ccccc1	6%	-20%	9%	?	6.9%	1%	?	-32%	7%
C[C@@H]1CN([C@H](C)CO)C(=O)CCCn2nncc2CO[C@@H]1CN(C)S(=O)(=O)c1ccc(F)cc1	nt	-12%	18%	-7%	nt	nt	-5%	nt	2%
O=C(c1ccc(CS(=O)Cc2ccccc2Cl)o1)N1CCN(C2CCCCC2)CC1 (stereo not given)	14%	-12%	-2%	-4%	3.9%	4%	-12%	0%	0%
O=C(NCC1CCCO1)NC1CCCCC1 (stereo not given)	16%	-6%	0%	-1%	2.2%	1%	0%	-26%	8%
CCNC(=O)CC1C(=O)N(c2cccc(C)c2)C(=O)N1CCC(C)C (stereo not given)	16%[57.1 µM]	-14%	1%	-1%	-1.9%	7%[57.1 µM]	?	-4%	8%
CSc1nc(N2CCN(c3ccccc3Cl)CC2)c2ccccc2n1	44%[activator][57.1 µM]	-16%	-5%	1%	-1.1%	9%[57.1 µM]	?	7%	2%
COc1cc(C(NC(C)=O)NC(C)=O)ccc1OCc1ccccc1	19%	-21%	-4%	2%	1.6%	3%	0%	1%	1%
O=C(Cn1ccc(NC(=O)OCc2ccccc2)nc1=O)NCc1ccc2c(c1)OCO2	28%[57.1 µM]	-17%	17%	2%	0.8%	13%[57.1 µM]	15%	6%	0%
CC(=S)c1c(C)cc2cc(C)ccn12	-30%[57.1 µM]	-5%	9%	0%	0.1%	4%[57.1 µM]	?	-29%	5%
C=CCn1c(=O)c(C(=O)NC2CC2)c(O)c2cc(OC)c(OC)cc21	18%	-22%	4%	-7%	2.6%	15%	1%	-16%	-4%
Cc1cc(C[n+]2ncsc2N)c2ncccc2c1	27%	-11%	-5%	0%	0.0%	1%	21%	-20%	1%
Cc1nn(C)c(C)c1/C=N/NC(=O)c1csc2ccccc12	8%	-3%	9%	-5%	1.3%	-5%	-2%	37%	0%
COc1cc(/C=C2\C=CC(=O)O2)cc(OC)c1	24%[57.1 µM]	-13%	0%	-22%	3.4%	9%[57.1 µM]	-47%	-15%	?
CCCn1c(SCC(=O)Nc2cccc(S(=O)(=O)NC3=NCCCCC3)c2)nc2ccccc2c1=O	27%[57.1 µM]	-5%	7%	0%	-1.8%	1%[57.1 µM]	3%	?	-1%
CCCC(C(=O)Nc1ccc2c(C)cc(=O)oc2c1)c1ccccc1 (stereo not given)	21%	-10%	-6%	1%	-0.2%	33%	nt	21%	-7%
Cc1cc(C)c(C)c(S(=O)(=O)N2CCN(c3ncnc4sc(C)c(C)c34)CC2)c1C	7%	-10%	1%	0%	-0.3%	3%	nt	7%	2%
O=C(NCCNc1nccc(C(F)(F)F)n1)c1cccc(C(F)(F)F)c1	-3%[57.1 µM]	-8%	6%	3%	-2.5%	-13%	0%	-9%	6%
Cc1cccc(COC(=O)CCCNC(=O)c2ccc(Cl)cc2)c1	4%	-16%	-5%	1%	0.6%	-8%	-11%	5%	-3%
O=C(NNS(=O)(=O)c1ccc(C(F)(F)F)cc1)c1cnn(-c2ccccc2)c1C(F)(F)F	7%	-21%	-1%	-8%	0.1%	-2%	0%	5%	1%
O=C(O)C1CCC(=O)N1C1CCCC1 (stereo not given)	3%[57.1 µM]	2%	0%	1%	1.1%	9%[57.1 µM]	?	4%	7%
CCN(CC)c1ccc(C(=O)O)cc1	2%	3%	-3%	1%	-0.6%	-7%	-5%	9%	5%
O=C(COc1ccccc1)Nc1ccc(-c2nnc(-c3ccco3)o2)cc1	11%	-3%	-2%	1%	18%	10%	0%	-8%	-2%
CC(Sc1nnc(COc2ccc(Cl)cc2)n1-c1ccccc1)C(=O)O (stereo not given)	-24%	-12%	-2%	0%	0.1%	-18%	5%	4%	5%
CC(C)N(Cc1ccccc1)C(=O)COC(=O)c1ccccc1SCC(=O)N1CCCC1	17%[57.1 µM]	-3%	7%	-10%	-2.5%	2%[57.1 µM]	-4%	0%	-10%

Of the compounds above, these contain a furan ring, fused or not:
SMILES	TrxR1 inh	USP1-UAF1 inh	IDH1 R132H inh	Vif-APOBEC3G blk	RXFP1 ag	TrxR1 substrate	ALOX12 inh	RGS4 inh	Vif-APOBEC3F blk
CCOC(=O)CSC1=C(C#N)C(c2ccco2)C(C(=O)Nc2cccc(C(F)(F)F)c2)=C(C)N1 (stereo not given)	11%	-25%	2%	-5%	0.4%	4%	?	11%	3%
CCN1CCN(c2c(Cl)cccc2NC(=O)c2ccc(Br)o2)CC1	12%	-3%	2%	-4%	-1.1%	1%	0%	6%	-1%
O=C(c1ccc(CS(=O)Cc2ccccc2Cl)o1)N1CCN(C2CCCCC2)CC1 (stereo not given)	14%	-12%	-2%	-4%	3.9%	4%	-12%	0%	0%
O=C(COc1ccccc1)Nc1ccc(-c2nnc(-c3ccco3)o2)cc1	11%	-3%	-2%	1%	18%	10%	0%	-8%	-2%

Next part.
SMILES	TrxR1 inh	USP1-UAF1 inh	IDH1 R132H inh	Vif-APOBEC3G blk	RXFP1 ag	TrxR1 substrate	ALOX12 inh	RGS4 inh	Vif-APOBEC3F blk
CC1(C)CC(=O)C=C(N=CC2=C(O)CC(C)(C)CC2=O)C1	26%[57.1 µM]	-4%	6%	0%	-0.1%	18%[57.1 µM]	0%	-6%	1%
CN(Cc1ccc(F)cc1)Cc1nc(-c2ccccc2)no1	7%[57.1 µM]	-14%	4%	-2%	1.3%	1%[57.1 µM]	-2%	15%	-8%
C=CCn1c(SCC(=O)N(CC)C2CCS(=O)(=O)C2)nc2sc3c(c2c1=O)CCC3 (stereo not given)	4%	4%	-4%	3%	0.4%	2%	23%	8%	3%
COc1ccc(Sc2cc(C(F)(F)F)nc(-c3ccccn3)n2)cc1	-13%	-6%	0%	0%	-3.1%	-12%	0%	25%	-6%
CCCCNC(=O)C1CCCN1C(=O)Nc1cccc(OC)c1 (stereo not given)	10%[57.1 µM]	-6%	-6%	0%	-1.7%	13%[57.1 µM]	-13%	30%	-4%
COc1ccc(S(=O)(=O)N2CCC(C(=O)NCc3cccnc3)CC2)cc1C	13%	-17%	6%	-2%	-0.9%	4%	-6%	4%	3%
COc1cc(C=O)ccc1OC(=O)c1ccc(C(C)C)cc1	-6%	-18%	2%	0%	3.9%	-11%	-8%	-2%	2%
CCOC(=O)c1ccc(NS(=O)(=O)c2ccc(Br)s2)cc1	8%	-27%	0%	0%	-3.6%	-2%	-26%	-4%	-10%
COc1ccc(CC(=O)NCC(c2cccs2)S(=O)(=O)c2ccc(F)c(C)c2)cc1 (stereo not given)	3%[57.1 µM]	-10%	-3%	4%	-1.7%	0%[57.1 µM]	-1%	2%	1%
CCc1nn(CC(=O)N2CCN(C)CC2)c(=O)c2cccn12	7%[57.1 µM]	-17%	1%	4%	1.2%	0%[57.1 µM]	-2%	-9%	0%
COc1cc(C(=O)N2CCN(C(=O)COc3ccc4ccccc4c3)CC2)cc(OC)c1OC	0%	-25%	5%	0%	0.4%	-4%	2%	-8%	nt
COC(=O)c1ccc2c(=O)n3nc(Nc4ccc(F)cc4F)sc3nc2c1	10%[57.1 µM]	?	5%	3%	?	-1%[57.1 µM]	-20%	0%	0%
CC(C)CCOc1ccc(C(=O)NCC2OCCc3ccccc32)cc1 (stereo not given)	3%	-8%	nt	nt	-0.3%	2%	-26%	6%	nt
Cc1ccc(/C=C/C(=O)OC(C)C(=O)Nc2ncc(Cl)cc2Cl)o1 (stereo not given)	?	-22%	-3%	0%	5.4%	-4%	-7%	-38%	3%

Only part of the results is shown; the hit share may differ from the screen's.
